High-throughput results (PubChem BioAssay)
FBPA coupling cs: coupling enzyme interference in Giardia aldolase counter-screen; 0.67% of 290,000 active; activity change, negative = inhibition, % at 58.2 µM, hits read low; coupling enzyme system counterscreen, AmpLite Red fluorescence; in the data active means activity change below about -30%; further: on the % scale 0 is the no-effect control and ±100 the full control effect
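First, compound is pin-transferred into glyceraldehyde-3-phosphate coupling-enzyme reagent at 57.5 uM final and held 10 min at RT. Next, substrate, coupling system and AmpLite Red are added. After 20 min RT, fluorescence (525/598 nm) is read.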
FLuc modulator: inhibits or activates purified firefly luciferase, miR-21 counter-screen; 6.9% of 360,000 active; purified FLuc, Km substrates, luminescence inhibition; Potency, µM (doses to about 57.5 µM), for inactives: at the highest dose activity change, negative = inhibition, actives largely listed as inhibitors; P08659; AID 588342;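 further: potency means the concentration at half of the fitted maximal effect; plate controls were vehicle for no effect and reference inhibitor for full effect; nearly all actives have a fitted effect of over 55% in size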
Target sequence (P08659 whole entry, looked up): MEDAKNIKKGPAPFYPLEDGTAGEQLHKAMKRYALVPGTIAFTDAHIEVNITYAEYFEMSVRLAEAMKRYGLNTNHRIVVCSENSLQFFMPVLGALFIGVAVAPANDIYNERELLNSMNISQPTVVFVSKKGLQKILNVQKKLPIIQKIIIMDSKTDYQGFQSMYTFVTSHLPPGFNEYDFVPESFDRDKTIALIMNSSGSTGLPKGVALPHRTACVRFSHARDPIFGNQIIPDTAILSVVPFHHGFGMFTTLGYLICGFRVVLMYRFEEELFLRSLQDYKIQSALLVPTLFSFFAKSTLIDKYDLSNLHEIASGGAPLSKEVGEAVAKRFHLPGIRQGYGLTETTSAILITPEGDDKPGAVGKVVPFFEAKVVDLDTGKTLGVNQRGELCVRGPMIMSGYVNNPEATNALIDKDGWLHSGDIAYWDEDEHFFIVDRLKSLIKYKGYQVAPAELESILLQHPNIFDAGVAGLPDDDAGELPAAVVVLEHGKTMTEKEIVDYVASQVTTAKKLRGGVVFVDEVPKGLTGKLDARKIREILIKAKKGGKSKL
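Purified P. pyralis luciferase (10nM final) with 10uM D-luciferin and 10uM ATP (Km levels) in 50mM Tris acetate pH 7.5, 10mM Mg acetate, 0.01% Tween-20, 0.05% BSA; qHTS 6-point titration, ~60 µM downward; luminescence read.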
KCNH2 3.1 inh: inhibitors of human KCNH2 3.1 potassium channel isoform | AID 720553 | U2OS KCNH2 3.1, thallium flux FluxOr; stronger effect = lower value | activity change, % (tested at about 1.8 µM) | 0.95% of 340,000 active;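 active means maximum activity change below -70%; inconclusive means maximum activity change from -70% to -50%; inactive means maximum activity change above -50%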;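 further: thallium influx rate constant from kinetic fluorescence after stimulation buffer; on the % scale 0 is the no-effect control and ±100 the full control effect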
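Thallium flux read-out: FluxOr dye with Red40 quencher in HBSS/HEPES, 45 min at RT. Rate constants from kinetic reads were normalized to positive and negative DMSO controls. Cells: U2OS virally expressing the 3.1 isoform.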
Tb PFK block: blocks T. brucei phosphofructokinase. O15648. T. brucei PFK, ADP-Glo luminescence. Potency, µM (series often up to 57.5 µM), for the others: at the highest dose activity, negative = inhibition, most hits filed as inhibitors. 0.17% of 330,000 active. AID 485367;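 further: potency means the concentration at half of the fitted maximal effect; 0% = uninhibited 1x PFK enzyme wells and -100% = no-enzyme wells; nearly all actives have a fitted effect of over 60% in size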
Target sequence (O15648 whole entry, looked up): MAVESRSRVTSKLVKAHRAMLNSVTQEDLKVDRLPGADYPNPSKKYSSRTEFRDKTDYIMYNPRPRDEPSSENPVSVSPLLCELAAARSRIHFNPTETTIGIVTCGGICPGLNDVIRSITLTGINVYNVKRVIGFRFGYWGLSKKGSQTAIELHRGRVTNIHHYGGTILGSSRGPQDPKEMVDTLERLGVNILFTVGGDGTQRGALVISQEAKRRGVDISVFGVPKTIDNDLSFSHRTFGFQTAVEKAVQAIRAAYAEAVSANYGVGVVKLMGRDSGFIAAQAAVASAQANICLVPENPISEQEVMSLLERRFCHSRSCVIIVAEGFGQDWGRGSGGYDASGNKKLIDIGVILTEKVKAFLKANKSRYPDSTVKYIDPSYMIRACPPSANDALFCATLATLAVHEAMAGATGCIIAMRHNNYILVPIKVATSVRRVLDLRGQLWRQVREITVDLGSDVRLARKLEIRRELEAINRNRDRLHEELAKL
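PFK 1.25 nM, F6P 0.5 mM, ATP 0.1 mM, 0.1 M TEA pH 8.0, 5 mM MgCl2, 0.01% Tween20, 0.1% BSA; 45 min RT. ADP-Glo readout. qHTS titration up to 57 uM; curves fitted, compounds curve-classed.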
Giardia killer: kills Giardia lamblia; activity change, % at 7.66 µM, hits read low; 0.15% of 340,000 active; Giardia lamblia trophozoite viability; AID 540267; in the data active means activity change below about -80%; inconclusive means between about -30% and that limit;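 further: parasites exposed to compound for two days anaerobically before the ATP read; on the % scale 0 is the no-effect control and ±100 the full control effect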
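Giardia lamblia trophozoites (100 cells/well) were incubated with compounds for 48 h at 37 deg C under anaerobic conditions. Viability was read as ATP content by one-step luminescence after 15-30 min at room temperature.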
ELG1 genotox: genotoxicity induction in ELG1-luciferase HEK293T cells. Potency, µM (titrated, usually from 46 µM), inactives show top-dose activity change, positive = activation, actives largely listed as activators. HEK293T ELG1-luciferase reporter, luminescence, 16 h. 1.3% of 330,000 active; further: potency means the concentration at half of the fitted maximal effect; % of control where 0% means no effect; nearly all actives have a fitted effect of over 60% in size
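ELG1-luciferase HEK293T cells, 2,000/well; compound pinned in; 16 hr, 37 °C, 5% CO2; ONE-Glo, 30 min RT; luminescence on CCD imager.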
NPC1 promoter act: activators of NPC1 promoter | Huh7 NPC1 promoter luciferase reporter, 24 h | 2.4% of 320,000 active | Potency, µM (top dose mostly 9.22 µM), without a hit: top-dose activation, actives largely listed as activators;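 further: potency means the concentration at half of the fitted maximal effect; % of control where 0% means no effect; nearly all actives have a fitted effect of over 60% in size; reporter is driven by a mutant NPC1 promoter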
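Readout is luciferase luminescence, reflecting NPC1 promoter activation in stably transfected Huh7 cells after 24 h compound exposure at 37 °C in reduced-serum medium with 10% FBS.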
Rab9 prom act: activates the Rab9 promoter | Huh7 Rab9 promoter-luciferase reporter, luminescence, 24 h | Potency, µM (titrated, usually from 9.22 µM), for inactives: at the highest dose activation, negative = inhibition, usual class: activators | 2.8% of 320,000 active | AID 485297; further: potency means the concentration at half of the fitted maximal effect; % of control where 0% means no effect; nearly all actives have a fitted effect of over 60% in size
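Luminescence from Amplite-detected luciferase (10 minutes, ambient) reports Rab9 promoter activation. Before that, stable Rab9-luciferase Huh7 cells (1500/well, reduced-serum OP-MEM I plus 10% FBS) were exposed to compound for 24 hours at 37C.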
uPA surface inh: cell surface uPA generation inhibition; cell surface uPA generation assay, qHTS; Potency, µM (highest dose often 38.3 µM), for the others: at the top dose activity change, negative = inhibition, hits mostly inhibitors; 0.31% of 330,000 active; AID 540303; active means well fitted inhibition curve with a large enough effect; inconclusive means small, poorly fitted or top-dose-only effect; inactive means no such curve, though single readings can be large or run the other way; tested in mouse RAW 264.7 cells; further: potency means the concentration at half of the fitted maximal effect; on the % scale 0 is the no-effect control and ±100 the full control effect; nearly all actives have a fitted effect of over 55% in size
VP16 counter: inhibits Gal4-VP16 luciferase reporter, ROR gamma counter-screen; Drosophila S2 Gal4-VP16 UAS-luciferase, luminescence, 20 h; Potency, µM (doses to about 53.6 µM), without a hit: at the top dose activity, negative = inhibition, most hits filed as inhibitors; AID 2546; 3.5% of 310,000 active;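 further: Gal4-VP16 expression switched on by copper sulfate through the metallothionein promoter; potency means the concentration at half of the fitted maximal effect; on the % scale 0 is the no-effect control and ±100 the full control effect; nearly all actives have a fitted effect of over 50% in size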
RORgamma inh: ROR gamma (mouse) transcription inhibition. Drosophila S2 Gal4-RORgamma UAS-luciferase reporter, 20 h. Potency, µM (top dose mostly 53.6 µM), inactives show at the top dose activity change, negative = inhibition, actives largely listed as inhibitors. 5.4% of 310,000 active. P51450; further: potency means the concentration at half of the fitted maximal effect; on the % scale 0 is the no-effect control and ±100 the full control effect; nearly all actives have a fitted effect of over 60% in size
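ROR gamma transcriptional activity was tracked as Gal4-UAS luciferase output in stably transfected Drosophila Schneider cells, with compound added 1 hr before 700 uM copper sulfate induction and a 20 hr ambient-temperature incubation.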
Starred values were filed as active, the others as inactive; ? = inconclusive; . = not tested or not shown; & = joins results of further samples; [ ] = remark or other dose. Unless noted, the call rests on the fitted dose curve; in most records, active means well fitted curve in the direction sought with a large enough effect; inconclusive means small, poorly fitted or top-dose-only effect, or another doubt; inactive means no such curve, though single readings can be large; an effect the other way counts as inactive or inconclusive. Outcome played no part in choosing rows; about 14% have a hit in one of these screens.

SMILES	FBPA coupling cs	FLuc modulator	KCNH2 3.1 inh	Tb PFK block	Giardia killer	ELG1 genotox	NPC1 promoter act	Rab9 prom act	uPA surface inh	VP16 counter	RORgamma inh
Cc1cc(-c2n[nH]c(=S)n2/N=C/c2sccc2C)n[nH]1	0	-1%	15	-1%	-27	2%	-4%	-4%	1%	?	-40%
Nc1cc(S(=O)(=O)N2CCCCC2)ccc1Oc1ccccc1	4	2%	8	0%	-1	-5%	-9%	-3%	-17%	?	31%
Cc1ccc(SC(C)C(=O)N2CCC(C(N)=O)CC2)cc1 (stereo unspecified)	1	-2%	11	0%	-11	2%	2%	-2%	-3%	-1%	3%
CC(=O)Nc1ccc(S(=O)(=O)NCCSCc2ccccc2Cl)cc1	1	-1%	-45	0%	1	0%	-8%	-13%	-3%	?	?
COc1ccc(OC)c(C(C)NC(=O)Nc2cccc(C(C)=O)c2)c1 (stereo unspecified)	2	-2%	16	-3%	-6	-1%	-2%	-10%	8%	3%	12%
COc1ccccc1CNC(=O)COc1ccc(S(=O)(=O)N2CCOCC2)cc1C	1	-1%	16	2%	-2	-5%	-5%	12%	-5%	9%	0%
COc1ccc(CC(=O)c2ccc(O)cc2O)cc1	14&-2	?	9	1%	-12	?	?	?	-8%	?	?
COc1ccc(N(C(=O)CNC(=O)c2cccs2)C(C(=O)NCC2CCCO2)c2ccccc2)cc1OC (stereo unspecified)	1	0%	-1	2%	-4	3%	-8%	2%	-5%	4%	18%
Cc1nc2ccc(NS(=O)(=O)c3c(F)cccc3F)cc2s1	.	.	-2	6%	7	-1%	.	.	-1%	.	.
COc1ccc(S(=O)(=O)N2CN3CCN(C3)C2)cc1OC	5	1%	1	2%	15	0%	1%	-1%	-12%	-6%	-9%
Cc1ccc(S(=O)(=O)Nc2ncnc3sccc23)cc1C	.	-1%	-9	-1%	-1	4%	-1%	-4%	?	.	.
CN1CCN(C(=O)c2ccc3ccccc3c2)CC1	1	-13%	14	2%	-6	?	12%	23%	.	13%	-6%
Cc1ccc(Cn2c(=O)sc3ccccc3c2=O)cc1	0	3%	-20	-7%	3	3%	-6%	-2%	4%	23%	22%
Cc1onc(-c2c(Cl)cccc2Cl)c1C(=O)NC1CCCCC1	1	0%	-4	2%	-5	-13%	0%	8%	8%	13%	18%
CCn1c(SCC(=O)N2CCOCC2)nc2c(c1=O)SC(C)C2 (stereo unspecified)	-2	4%	14	3%	-2	1%	-1%	4%	1%	-10%	-4%
CCOc1cc(C2NC(=O)NC(C)=C2C(=O)OCC2CCCCC2)ccc1O (stereo unspecified)	1	-2%	18	2%	-16	0%	-4%	4%	-2%	-2%	?
CC(NC(=O)c1ccc2ccccc2n1)c1ccccc1 (stereo unspecified)	0	-1%	-3	0%	-12	-7%	-1%	7%	-2%	17%	20%
COC(=O)c1ccccc1NC(=O)CN1CCN(C(=O)c2ccco2)CC1	2	-3%[2.3 µM]	-5	-1%	-2	-2%	1%	-1%	-5%	15%	?
COc1cc2nc(CCc3ccccc3)oc(=O)c2cc1OC	-1	?	4	4%	-25	3%	-2%	-2%	-3%	-22%	2%
O=C(COc1cccc(-n2cnnn2)c1)NCCC1=CCCCC1	3	-1%	-5	3%	-7	-4%	-1%	-4%	-2%	0%	4%
CC(OC(=O)CN1C(=O)C2CC=CCC2C1=O)C(=O)Nc1ccc(F)cc1Cl (stereo unspecified)	.	6%	.	0%	8	-2%	-4%	6%	-4%	-11%	9%
CCN(CC)CC(=O)Nc1ccccc1SCC(=O)Nc1ccsc1C(=O)OC	-8	-5%	-12	-1%	-3	-5%	-5%	-11%	.	-2%	23%
CCCCOc1ccc(C2C(=O)N(C3CCCCC3)CC(=O)N2CC2CCCO2)cc1 (stereo unspecified)	1	1%	16	-1%	-10	0%	-5%	0%	.	-3%	33%
CCC(=O)N=c1sc2c(C)cc(C)cc2n1CC(=O)OC	2	-13%	4	3%	-15	9%	-2%	-6%	7%	1%	-3%
COc1ccc(-n2c(C)ccc2-c2ccccc2)cn1	-3	3%	10	1%	-13	7%	0%	11%	-6%	10%	14%[1.91 µM]
Cc1cc(/C=N/n2c(COc3ccccc3)nc3ccccc3c2=O)c(O)c([N+](=O)[O-])c1	0	?	10	-1%	-18	18%	-2%	5%	-14%	?	?
CN1CCN(CCCOc2ccc(-c3ccccc3)cc2)CC1	1	19µM*	-90*	2%	5	?	2.8µM*	?	0%	-7%	2%
COc1ccc(-c2cccc(-c3cc(=O)oc4ccc(C(C)(C)C)cc34)c2)cc1	2	.	-14	-7%	-14	-3%	.	.	28%	22%	13%
Cc1ccc(NC(=O)C(C)[n+]2ccccc2)cc1[N+](=O)[O-] (stereo unspecified)	0	3%	-2	3%	-3	1%	-1%	-4%	4%	-3%	-5%
CCCn1c(SCC(=O)N2CCN(S(=O)(=O)c3ccc(Cl)cc3)CC2)n[nH]c1=O	1	4%	-10	1%	5	-1%	-5%	-1%	1%	-1%	8%
C=CCn1c(CSCc2ccccc2)nnc1SCC(=O)NCc1ccccc1	1	0%	4	2%	-3	0%	-6%	4%	-1%	-2%	-9%
COC(=O)C(CCSC)NC(=O)CNS(=O)(=O)c1ccc(F)cc1 (stereo unspecified)	3	0%	5	-2%	1	0%	2%	2%	0%	3%	-14%
COc1ccc(/C=c2\s/c(=C(/C#N)C(=O)NCc3ccco3)n(-c3ccccc3)c2=O)cc1	0	-1%	-2	-3%	-13	15%	-4%	-1%	-1%	-11%	-5%
COc1ccc(-c2ccc(SCC(=O)NCC3CCCO3)nn2)cc1OC (stereo unspecified)	0	?	2	4%	2	10%	4%	22%	-8%	-22%	-19%
Nc1ccccc1C(=O)NNc1c2ccccc2nc2ccccc12	-2	19µM*	-1	0%	-22	5%	3%	-7%	2%	-20%	37%
O=C(Nc1nc(-c2cc(Cl)sc2Cl)cs1)c1cccs1	-3	?	-33	-1%	-20	25%	16%	15%	-2%	.	2%[0.365 µM]
Cc1cccc2cc(COC(=O)c3ccccn3)c(=O)[nH]c12	0	4%	-2	-3%	-4	3%	-4%	-7%	-4%	1%	0%
COc1ccc(Br)cc1/C=N/NC(=O)CNC(=O)c1cccnc1	3	0%	8	-1%	-11	-1%	-15%	2%	1%	0%	-24%
O=P(O)(O)c1ccccc1OCCCCCOc1ccccc1P(=O)(O)O	-1	3%	-8	5%	-14	1%	-33%[inhibitor]	8%	1%	3%	6%
CCCC(=O)Nc1nn(CC)c2nc3ccc(C)cc3cc12	2	-5%	-1	3%	-8	-1%	24%	7%	-5%	-2%	2%
COC(=O)C1=C(C)NC(C)=C(C(=O)OC)C1C(=O)OCc1nc2cc(C(=O)OC)ccc2c(=O)[nH]1	.	1%	-1	2%	6	-5%	-4%	-1%	4%	.	.
C[C@@H](C(=O)Nc1ccc(OC(F)F)c(Cl)c1)N1C(=O)C2CC=CCC2C1=O (stereo partly specified)	.	.	-3	1%	-19	-2%	.	.	-2%	.	.
COc1ccc2cc(C(=O)N/N=C/c3sc4ccccc4c3O)ccc2c1	-2	13µM*	-16	1%	-1	?	-3%	-14%	-9%	?	3.5µM*
CCOC(=O)N1CCN(C(=O)CN(C)S(=O)(=O)c2ccc(F)cc2)CC1	9	-1%	5	1%	6	4%	-1%	2%	3%	15%	6%
Cc1nc2c(Br)cc(Br)cc2cc1O	0	-10%	-3	1%	8	-6%	0%	9%	-2%	-2%	9%
C=CCC(C(=O)c1ccccc1)[N+](C)(C)CC=C (stereo unspecified)	-1	-10%	-10	0%	-2	-1%	-2%	-3%	3%	-2%	1%
C/C(=N\OCC(=O)OCC(=O)NC(=O)c1ccc(OC(F)F)cc1)c1ccc2c(c1)OCO2	.	9%	-18	-1%	-7	-2%	-1%	-5%	1%	.	.
FC(F)(F)c1nnc2sc(-c3ccncc3)nn12	0	-4%	-10	-2%	20	-1%	1%	0%	-2%	16%	-4%
Cn1c(=O)n(C)c2cc(S(=O)(=O)Nc3ccccc3O)ccc21	1	-2%	5	-7%	11	?	-3%	5%	-4%	-3%	16%
COc1ccc(C(=O)N2CCOCC2)cc1S(=O)(=O)N1CCCc2ccccc21	-5	4%	-12	1%	-14	-5%	1%	0%	-39%	-7%	21%
CCOc1ccc(N(CC(=O)Nc2ccc(Br)cc2)S(C)(=O)=O)cc1	-2	?	-13	1%	16	4%	26%	23%	14%	?	?
Cc1cccc(Cn2c(Sc3nc(C)cs3)nc3c2c(=O)[nH]c(=O)n3C)c1	0	1%	-9	0%	2	0%	-3%	-3%	0%	4%	11%
